# BB579 growth dn: yeast BB579 growth reduction in restrictive medium; S. cerevisiae BB579 growth, OD615, 48 h; inhibition, % at 10 µM; hit rate 0.51% among 140,000; AID 804;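 active = inhibition above a set limit, 3 SD over the mean compound inhibition, cut at about 44% in these data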; also: inactives centre near -24
#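 controls = amphotericin B 10 µg/mL, positive | assay system = DeaD yeast strain BB579 | schedule = 48 h compound exposure at 30 °C after 4 h preincubation | detection = OD615 turbidity measurement | medium = restrictive CSMM-D medium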
# E-sel TNF inh: blocks E-selectin expression induced by TNF alpha. HUVEC TNFa-induced E-selectin immunofluorescence, high content. inhibition, % at 2 µM. hit rate 0.71% among 120,000. AID 1246;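 active = inhibition above the batch mean plus 3 SD, and confirmed as a hit on visual image review, cut at about 43% in these data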;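 also: 0% = TNF-stimulated DMSO wells and 100% = unstimulated control wells; not every result past the cut was called active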
# HCT116 bCat-KO: beta-catenin-lacking colon tumor cell growth suppression | HCT116 beta-catenin knockout viability, CellTiter-Glo, 60 h; active compounds read low | viability, % at 10 µM | hit rate 1.5% among 140,000 | AID 818;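 active = viability at or under a set limit, the compound median less 4 SD, cut at about 6% in these data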;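 also: 0% = Hyamine 1622 control at 20 µM and 100% = untreated cell control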
# NPY Y2 blocker: blocks the human neuropeptide Y Y2 receptor | P49146 | NPY-Y2 expressing cells, antagonist mode | inhibition, % at 2.7 µM | hit rate 0.99% among 140,000 | AID 793; in the data active = inhibition above about 17%;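 also: 0% = vehicle with agonist challenge and 100% = reference antagonist with challenge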
# Target sequence (P49146 whole entry, looked up): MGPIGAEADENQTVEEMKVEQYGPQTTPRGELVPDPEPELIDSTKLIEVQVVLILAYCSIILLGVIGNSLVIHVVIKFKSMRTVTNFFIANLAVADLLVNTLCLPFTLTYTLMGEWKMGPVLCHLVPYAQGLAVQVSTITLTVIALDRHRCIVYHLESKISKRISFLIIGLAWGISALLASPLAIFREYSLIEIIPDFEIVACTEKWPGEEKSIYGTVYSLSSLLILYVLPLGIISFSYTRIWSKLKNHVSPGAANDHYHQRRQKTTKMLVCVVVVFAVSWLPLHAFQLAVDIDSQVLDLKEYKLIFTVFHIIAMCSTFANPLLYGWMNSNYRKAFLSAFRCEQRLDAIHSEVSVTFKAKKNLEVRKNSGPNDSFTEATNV
# GALR2 antag: antagonists of human galanin receptor 2 (GALR2); inhibition, % at 4 µM; O43603; hit rate 0.39% among 140,000; GALR2-expressing cells, antagonist mode; in the data active = inhibition above about 27%;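 also: cells stimulated with galanin 1-16 at roughly its EC80; 0% = agonist challenge control and 100% = basal control without agonist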
# Target sequence (O43603 whole entry, looked up): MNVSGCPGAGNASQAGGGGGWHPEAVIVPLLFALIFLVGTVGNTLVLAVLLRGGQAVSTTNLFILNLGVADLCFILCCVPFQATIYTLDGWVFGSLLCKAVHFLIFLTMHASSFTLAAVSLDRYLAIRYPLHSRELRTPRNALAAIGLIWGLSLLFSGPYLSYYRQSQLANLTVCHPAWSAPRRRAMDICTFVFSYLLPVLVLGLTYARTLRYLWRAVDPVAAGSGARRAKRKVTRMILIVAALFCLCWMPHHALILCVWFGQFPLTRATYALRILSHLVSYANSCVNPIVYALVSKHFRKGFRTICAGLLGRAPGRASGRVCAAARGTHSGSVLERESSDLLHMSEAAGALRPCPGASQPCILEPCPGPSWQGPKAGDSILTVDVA
# MRP1 act: MRP-1 activation | H69AR cells + doxorubicin, viability rescue, CellTiter-Glo | viability increase, % at 10 µM | hit rate 0.61% among 140,000 | AID 799;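 active = viability gain under doxorubicin at or above a set limit, the compound median plus 3 SD, cut at about 4.7% in these data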;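 also: MRP-1 overexpressing cells given doxorubicin 25 µM after compound pretreatment; 18-22 h compound pretreatment then 72 h with doxorubicin before readout; 0% = doxorubicin-only wells and 100% = vehicle-treated cells without doxorubicin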
# Phagocyt inh: inhibitors of macrophage phagocytosis | J774A.1 macrophage IgG-bead phagocytosis, imaging | inhibition, % at 5 µM | hit rate 0.07% among 110,000;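 active = inhibition above the mean of the plate negative controls plus 5 SD, cut at about 13% in these data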;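 also: phagocytic index as fraction of beads internalized from green versus red external bead signal; plate controls were DMSO negative control for no effect and cytochalasin-D positive control for full effect; some results beyond the cut were filed as inactive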
# Measles CPE: protection of cells from measles virus | protection (pct of control), % at 4 µM | hit rate 1.5% among 140,000 | Measles virus-infected cells, CPE protection, absorbance | AID 841; in the data active = protection mostly above about 24%, no sharp cut-off; inactive = mostly below about 26%; also: some compounds called inactive have numbers as strong as hits
# Yeast lifespan up: extends the lifespan of yeast. S. cerevisiae growth with nicotinamide, OD615; deaD strain in restrictive glucose medium. inhibition of the nicotinamide effect, % at 10 µM. hit rate 0.68% among 130,000;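 active = inhibition above a set limit, placed 3 SD over the median of all compounds, cut at about 26% in these data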;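 also: 0% = nicotinamide-treated wells and 100% = cells grown without nicotinamide; some compounds called inactive have numbers as strong as hits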
#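 Assay system: engineered S. cerevisiae DeaD replicative-lifespan strain, galactose-grown log-phase cells; Buffer or medium: CSMM-D glucose medium, restrictive; Probe or stimulus: nicotinamide 1.5 mM; Compound: single dose 10 µM compound, 0.25% DMSO; Schedule: 4 h preincubation then 48 h treatment at 30 °C; Technique: OD615 measurement.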
# PTEN del growth: growth suppressors of cells with PTEN tumor suppressor deletion. viability, % at 10 µM. hit rate 1.2% among 140,000. HCT116 PTEN-null viability, CellTiter-Glo, 60 h; active compounds read low;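 active = viability at or below a set limit, 4 SD under the median of all tested compounds, cut at about 3.7% in these data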;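 also: PTEN knockout HCT116 line with beta catenin targeted HCT116 as companion control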
# The depositor's hits bear a star; . = not tested or not shown.
1: O=C1Nc2ccccc2C(O)(C(=O)NCc2ccco2)N1c1ccccc1 (stereo unspecified)
2: CCCSc1nc(N2CCOCC2)c2c(c1C#N)CCCC2
3: CC(=O)C1C(c2cccc([N+](=O)[O-])c2)C2C(C)=NN=C2CC1(C)O (stereo unspecified)
4: Cc1ccc(NC(=O)C(C)N2C(=O)C3C4CC(C(Br)C4Br)C3C2=O)cc1 (stereo unspecified)
5: COc1cccc(N=Nc2c(N)[nH][nH]c2=O)c1
6: CCc1ccccc1NC(=O)CSc1nnc([C@@H](N)Cc2ccccc2)o1
7: OC(COc1ccc(Cl)cc1)CN1C2=NCCCN2c2ccccc21 (stereo unspecified)
8: CNc1ccc(/C=C(\CCC(=O)O)c2nc3ccccc3s2)cc1[N+](=O)[O-]

entry no.	1	2	3	4	5	6	7	8
Phagocyt inh	-2	4	-2	.	-1	.	-2	-4
PTEN del growth	101	84	95	74	96	97	48	97
E-sel TNF inh	-28	-9	.	3	.	-5	6	.
Measles CPE	15	20	20	4	16	9	5	11
BB579 growth dn	-23	-54	-7	-19	-29	-27	-16	-41
Yeast lifespan up	-3	-6	7	-8	7	-4	-5	-1
MRP1 act	0.3	-1.2	0.1	-0.8	-2.3	0.8	-1.0	3.3
NPY Y2 blocker	2	3	1	-3	2	5	12	15
GALR2 antag	3	-14	-1	1	1	13	2	1
HCT116 bCat-KO	103	81	90	72	99	90	50	92

# Reprinted from the part before: 4 entries, then new ones.
5: COc1cccc(N=Nc2c(N)[nH][nH]c2=O)c1
6: CCc1ccccc1NC(=O)CSc1nnc([C@@H](N)Cc2ccccc2)o1
7: OC(COc1ccc(Cl)cc1)CN1C2=NCCCN2c2ccccc21 (stereo unspecified)
8: CNc1ccc(/C=C(\CCC(=O)O)c2nc3ccccc3s2)cc1[N+](=O)[O-]
9: O=C(NC1CCCC1)C1CC1c1ccccc1 (stereo unspecified)
10: Cc1cccc(CSCCNC(=O)CSCc2ccc([N+](=O)[O-])cc2)c1
11: COc1ccc(C(O)C(CN2CCOCC2)c2ccccc2)cc1 (stereo unspecified)
12: CCCCn1c(NS(=O)(=O)c2ccc(C)cc2)c(S(=O)(=O)c2ccccc2)c2nc3ccccc3nc21
13: O=C(NC(=S)N1CCOCC1)C12CC3CCC(CC(C3)C1)C2
14: COc1ccc(OC)c(C2C(C#N)=C(N)Oc3c2c(C)nn3-c2cccc(Cl)c2)c1 (stereo unspecified)
15: C#CCOCCOCCOCCNc1nc(N2CCN(C(=O)Cn3cc(CC(C)O)nn3)CC2)nc(N2CCN(C(=O)Cn3cc(CC(C)O)nn3)CC2)n1 (stereo unspecified)
16: O=C(COc1ccc(S(=O)(=O)N2CCCCC2)cc1)NCc1ccncc1

entry no.	5	6	7	8	9	10	11	12	13	14	15	16
Phagocyt inh	-1	.	-2	-4	0	1	-1	-3	-4	-2	.	-3
PTEN del growth	96	97	48	97	90	79	94	87	96	92	96	94
E-sel TNF inh	.	-5	6	.	11	-19	.	.	4	-4	-10	10
Measles CPE	16	9	5	11	7	21	10	28	13	3	11	16
BB579 growth dn	-29	-27	-16	-41	-41	-21	-6	-17	5	-54	-22	12
Yeast lifespan up	7	-4	-5	-1	-5	-14	-4	7	8	0	8	-10
MRP1 act	-2.3	0.8	-1.0	3.3	-1.7	-2.0	1.5	-3.1	-0.8	-5.1	0.0	-2.3
NPY Y2 blocker	2	5	12	15	2	8	1	-1	0	-1	1	2
GALR2 antag	1	13	2	1	-10	-20	-23	-9	3	-1	-2	-5
HCT116 bCat-KO	99	90	50	92	97	71	100	89	93	95	82	97

# Sorted by formula weight (lowest first): 3 of the compounds above
5: COc1cccc(N=Nc2c(N)[nH][nH]c2=O)c1
13: O=C(NC(=S)N1CCOCC1)C12CC3CCC(CC(C3)C1)C2
3: CC(=O)C1C(c2cccc([N+](=O)[O-])c2)C2C(C)=NN=C2CC1(C)O (stereo unspecified)

entry no.	5	13	3
Phagocyt inh	-1	-4	-2
PTEN del growth	96	96	95
E-sel TNF inh	.	4	.
Measles CPE	16	13	20
BB579 growth dn	-29	5	-7
Yeast lifespan up	7	8	7
MRP1 act	-2.3	-0.8	0.1
NPY Y2 blocker	2	0	1
GALR2 antag	1	3	-1
HCT116 bCat-KO	99	93	90

# (cont.)
17: Cc1ccc(-c2nc3cc(C)ccc3o2)cc1
18: CC1CCC/C(=N/Nc2ccc([N+](=O)[O-])cc2[N+](=O)[O-])C1 (stereo unspecified)
19: CCCc1nc2cc(CC(=O)OC)ccc2o1
20: O=C1OCCC1S(=O)(=O)c1ccc2ccccc2c1 (stereo unspecified)
21: O=C(CN1C(=O)C2(OCCO2)c2ccccc21)c1ccc(Cl)cc1
22: Cc1nn(Cc2ccc(Cl)cc2)c(C)c1NC(=O)CSc1n[nH]c(C)c1[N+](=O)[O-]
23: O=C(NCC1CCCO1)c1cc(-c2ccccc2)on1 (stereo unspecified)
24: O=C(Nc1ccccc1)/C(=C/c1ccc([N+](=O)[O-])cc1)NC(=O)c1ccccc1

entry no.	17	18	19	20	21	22	23	24
Phagocyt inh	-2	1	.	0	.	10	-2	-6
PTEN del growth	81	98	112	106	88	84	63	95
E-sel TNF inh	7	-3	20	.	-4	.	-30	.
Measles CPE	56*	15	3	16	4	4	25	.
BB579 growth dn	-50	-86	-59	-3	-30	-33	-12	-21
Yeast lifespan up	-26	-10	-9	-9	0	-1	-26	-1
MRP1 act	-3.0	-0.2	-0.6	-0.6	-3.1	-0.8	-5.1	-3.0
NPY Y2 blocker	-1	2	-3	1	3	1	-1	3
GALR2 antag	-5	8	-5	3	10	0	0	-9
HCT116 bCat-KO	78	84	96	101	92	83	55	87

25: Cc1nn(CCc2n[nH]c(=S)n2-c2cccc(Cl)c2)c(C)c1[N+](=O)[O-]
26: CCCCCN(C(=O)NC(=O)NC(C)CC)S(C)(=O)=O (stereo unspecified)
27: Cc1cc2c(c(=O)n1CCCn1ccnc1)C(c1ccco1)C(C#N)=C(N)O2 (stereo unspecified)
28: Cc1cccc(N(C)S(=O)(=O)c2cccc3nsnc23)c1
29: Cc1ccc(-c2nc3ccccc3o2)cc1NC(=O)Cc1cccs1
30: Cc1ccc(-n2nnnc2-c2cnn(-c3cccc(F)c3)c2C(F)(F)F)cc1
31: CC(C)CSc1ncnc2c1oc1nc3c(cc12)COC(C)(C)C3
32: COCCN1CN(S(=O)(=O)c2ccccc2)c2nc3ccccc3nc21

entry no.	25	26	27	28	29	30	31	32
Phagocyt inh	0	0	0	-4	.	.	0	-2
PTEN del growth	93	99	96	101	43	77	101	91
E-sel TNF inh	-23	.	-24	-52	-27	8	-20	63*
Measles CPE	9	3	10	8	24	3	3	3
BB579 growth dn	-1	-5	-27	-36	-35	0	-58	-9
Yeast lifespan up	-33	-2	-9	12	-12	.	-3	-11
MRP1 act	-1.8	-1.9	1.0	-0.5	-3.8	-3.6	-2.2	-1.5
NPY Y2 blocker	-1	1	4	4	-2	6	-1	0
GALR2 antag	10	-3	-1	8	8	13	-1	-8
HCT116 bCat-KO	102	97	86	93	27	70	104	100

33: Cc1ccc(S(=O)(=O)N2CCCOC2CNC(=O)C(=O)NCc2ccncc2)cc1 (stereo unspecified)
34: COc1cc(-c2nc(Cc3ccccc3Cl)no2)cc(OC)c1OC
35: C=CCn1c(SCC(=O)NC(=O)NCCC)nnc1C1CCCCC1
36: Fc1ccccc1OCCCN1CCOCC1
37: Cc1sc(NC(=O)c2ccco2)c(C(=O)c2ccc(Cl)cc2)c1C
38: COCCSc1ccccc1C(=O)Nc1nnc(COC)s1
39: O=C(Nc1ccc(F)cc1)C1CC(=O)n2c(nc3ccccc32)N1 (stereo unspecified)
40: c1ccc(CCCNc2ncccn2)cc1

entry no.	33	34	35	36	37	38	39	40
Phagocyt inh	-3	0	.	1	2	-3	-14	.
PTEN del growth	89	80	108	92	82	102	97	96
E-sel TNF inh	.	-15	6	14	.	-46	.	5
Measles CPE	27	2	20	1	6	6	3	15
BB579 growth dn	6	-18	-22	-1	-50	-31	-40	-18
Yeast lifespan up	-2	-16	6	-11	-4	-10	-4	.
MRP1 act	-0.3	-1.7	0.1	-0.8	1.2	-0.5	2.4	3.2
NPY Y2 blocker	1	-1	1	0	17	-1	1	6
GALR2 antag	4	-4	-3	-8	-9	-10	-1	6
HCT116 bCat-KO	90	81	97	94	87	102	98	93

41: O=C(N(Cc1ccccc1)c1ccccn1)C12CC3CC(CC(C3)C1)C2
42: C=CC(=O)NC(NC(=O)C=C)c1ccc(Br)cc1
43: COC(=O)c1ccc(OC(=O)c2ccc(OC)c(OC)c2)c(OC)c1
44: O=C(COC(=O)/C=C/c1nc2ccccc2s1)Nc1cccc(Cl)c1Cl
45: CC(=O)c1c(C)[nH]c(C(=O)Nc2cc(C)ccc2C)c1C
46: Cc1ccc(NC(=O)C(CC(C)C)NC(N)=O)cc1Cl (stereo unspecified)

entry no.	41	42	43	44	45	46
Phagocyt inh	.	.	-1	-4	0	-17
PTEN del growth	85	82	92	94	84	91
E-sel TNF inh	16	-2	.	-32	.	1
Measles CPE	6	2	2	6	12	13
BB579 growth dn	-26	-31	-46	-10	10	-10
Yeast lifespan up	5	-1	-8	0	-11	-1
MRP1 act	-1.6	-5.2	-1.7	-2.7	-2.1	0.2
NPY Y2 blocker	2	5	1	5	1	2
GALR2 antag	-9	3	-3	1	7	-1
HCT116 bCat-KO	89	82	91	98	83	86
